# Bioassay records as filed in PubChem.
# NPY Y2 blocker: NPY-Y2 (human) receptor antagonism; inhibition, % at 2.7 µM; NPY-Y2 expressing cells, antagonist mode; hit rate 0.99% among 140,000; AID 793; in the data active means inhibition above about 17%;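 further: 0% = vehicle with agonist challenge and 100% = reference antagonist with challenge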
# Target sequence (P49146 whole entry, looked up): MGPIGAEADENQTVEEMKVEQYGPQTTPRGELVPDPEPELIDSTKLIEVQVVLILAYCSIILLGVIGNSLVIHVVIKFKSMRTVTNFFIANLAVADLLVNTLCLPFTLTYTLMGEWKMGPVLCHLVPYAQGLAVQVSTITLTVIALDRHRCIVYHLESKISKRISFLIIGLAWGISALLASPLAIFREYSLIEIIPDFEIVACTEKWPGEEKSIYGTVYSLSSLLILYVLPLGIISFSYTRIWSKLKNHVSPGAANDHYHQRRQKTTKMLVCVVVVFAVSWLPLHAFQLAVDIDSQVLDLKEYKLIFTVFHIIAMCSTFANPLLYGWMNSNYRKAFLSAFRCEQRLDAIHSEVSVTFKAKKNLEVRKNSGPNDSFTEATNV
# Yeast growth inh: chemicals that inhibit yeast BB579 growth in restrictive medium (lifespan-shortening candidates); inhibition, % at 10 µM; hit rate 0.51% among 140,000; S. cerevisiae BB579 growth, OD615, 48 h; AID 804;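 active means inhibition above a set limit, 3 SD over the mean compound inhibition, cut at about 44% in these data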; further: inactives centre near -24
#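 Detection: OD615 turbidity measurement; Material: Saccharomyces cerevisiae DeaD strain BB579, replicative lifespan model yeast; Timing: 48 h exposure, 30 °C; Doses: single 10 µM dose; Medium: CSMM-D restrictive synthetic medium containing dextrose (glucose); Controls: amphotericin B at 10 µg/mL as positive control.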
# Measles CPE: protection of cells from measles virus. Measles virus-infected cells, CPE protection, absorbance. hit rate 1.5% among 140,000. protection (pct of control), % at 4 µM; in the data active means protection mostly above about 24%, no sharp cut-off; inactive means mostly below about 26%; further: some compounds called inactive have numbers as strong as hits
# MRP1 act: activates MRP-1; H69AR cells + doxorubicin, viability rescue, CellTiter-Glo; viability increase, % at 10 µM; hit rate 0.61% among 140,000; AID 799;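 active means viability gain under doxorubicin at or above a set limit, the compound median plus 3 SD, cut at about 4.7% in these data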;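 further: MRP-1 overexpressing cells given doxorubicin 25 µM after compound pretreatment; 18-22 h compound pretreatment then 72 h with doxorubicin before readout; 0% = doxorubicin-only wells and 100% = vehicle-treated cells without doxorubicin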
# Phagocyt inh: inhibitors of macrophage phagocytosis; J774A.1 macrophage IgG-bead phagocytosis, imaging; inhibition, % at 5 µM; hit rate 0.07% among 110,000; AID 1029;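 active means inhibition above the mean of the plate negative controls plus 5 SD, cut at about 13% in these data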;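 further: phagocytic index as fraction of beads internalized from green versus red external bead signal; plate controls were DMSO negative control for no effect and cytochalasin-D positive control for full effect; some results beyond the cut were filed as inactive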
# bCat KO growth: beta-catenin-lacking colon tumor cell growth suppression | HCT116 beta-catenin knockout viability, CellTiter-Glo, 60 h; stronger effect = lower value | viability, % at 10 µM | hit rate 1.5% among 140,000;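 active means viability at or under a set limit, the compound median less 4 SD, cut at about 6% in these data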;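 further: 0% = Hyamine 1622 control at 20 µM and 100% = untreated cell control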
# PTEN del growth: growth suppressors of cells with PTEN tumor suppressor deletion; HCT116 PTEN-null viability, CellTiter-Glo, 60 h; stronger effect = lower value; viability, % at 10 µM; hit rate 1.2% among 140,000;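 active means viability at or below a set limit, 4 SD under the median of all tested compounds, cut at about 3.7% in these data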;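 further: PTEN knockout HCT116 line with beta catenin targeted HCT116 as companion control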
# Yeast lifespan up: yeast lifespan extension | inhibition of the nicotinamide effect, % at 10 µM | hit rate 0.68% among 130,000 | S. cerevisiae growth with nicotinamide, OD615; deaD strain in restrictive glucose medium;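 active means inhibition above a set limit, placed 3 SD over the median of all compounds, cut at about 26% in these data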;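 further: 0% = nicotinamide-treated wells and 100% = cells grown without nicotinamide; some compounds called inactive have numbers as strong as hits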
#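 System: Modified budding yeast, DeaD strain | Buffer or medium: Restrictive glucose medium | Also added: 1.5 mM nicotinamide | Doses: 10 µM single point, 0.25% DMSO | Schedule: 48 h compound exposure at 30 °C, humidified | Detection: Absorbance at 615 nm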
# GALR2 blocker: blocks the human galanin receptor 2 | O43603 | AID 828 | inhibition, % at 4 µM | GALR2-expressing cells, antagonist mode | hit rate 0.39% among 140,000; in the data active means inhibition above about 27%;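 further: cells stimulated with galanin 1-16 at roughly its EC80; 0% = agonist challenge control and 100% = basal control without agonist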
# Target sequence (O43603 whole entry, looked up): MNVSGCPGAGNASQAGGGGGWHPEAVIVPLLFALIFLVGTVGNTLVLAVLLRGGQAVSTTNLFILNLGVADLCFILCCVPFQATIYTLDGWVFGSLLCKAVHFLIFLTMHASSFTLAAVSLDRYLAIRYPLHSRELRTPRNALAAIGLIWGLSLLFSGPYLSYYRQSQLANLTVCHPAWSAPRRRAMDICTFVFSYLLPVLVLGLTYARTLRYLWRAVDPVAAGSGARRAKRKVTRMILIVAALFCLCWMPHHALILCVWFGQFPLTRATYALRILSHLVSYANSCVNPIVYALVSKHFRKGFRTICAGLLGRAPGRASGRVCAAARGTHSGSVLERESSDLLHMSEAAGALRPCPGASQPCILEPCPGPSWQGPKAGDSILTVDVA
# E-sel TNF inh: TNF alpha driven E-selectin expression inhibition; HUVEC TNFa-induced E-selectin immunofluorescence, high content; inhibition, % at 2 µM; hit rate 0.71% among 120,000;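 active means inhibition above the batch mean plus 3 SD, and confirmed as a hit on visual image review, cut at about 43% in these data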;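 further: 0% = TNF-stimulated DMSO wells and 100% = unstimulated control wells; not every result past the cut was called active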
# Starred values were filed as active, the others as inactive; . = no result given.
compound	NPY Y2 blocker	Yeast growth inh	Measles CPE	MRP1 act	Phagocyt inh	bCat KO growth	PTEN del growth	Yeast lifespan up	GALR2 blocker	E-sel TNF inh
CN1CCN(S(=O)(=O)c2ccc(SCCOc3ccccc3)nc2)CC1	1.8	-4.2	1.9	-0.3	-0.5	93.3	94.2	-12.4	-4.9	.
CCOC(=O)c1cn(CC)c2ccc(S(=O)(=O)N3CCC(C)CC3)cc2c1=O	2.2	-31.1	4.6	-3.0	.	92.7	100.3	-7.6	3.9	-3.2
Cc1ccc(NS(=O)(=O)c2ccc(Cl)c(C(=O)Nc3ccccc3-c3nc4ccccc4[nH]3)c2)cc1C	0.5	-18.9	2.4	-4.2	-5.3	14.4	9.4	2.8	-9.8	.
CCNc1nc(C)nc2c1oc1ccccc12	0.1	-58.4	10.6	-2.2	-1.0	92.0	94.9	-12.7	-10.8	.
O=C(Oc1c(Cl)cc(Cl)c2cccnc12)N1CCOCC1	1.1	-23.6	13.1	-0.4	-2.6	87.6	100.8	-2.3	-3.8	6.9
Cc1c(NC(=O)C2CCCN2C(=O)c2cccs2)c(=O)n(-c2ccccc2)n1C (stereo not given)	1.4	-1.7	9.6	-2.1	.	102.0	97.2	-13.1	-1.1	-18.7
CCOC(=O)C(NCCCCl)c1ccccc1 (stereo not given)	5.0	15.1	6.3	-1.6	-1.0	91.1	95.4	-5.8	-37.2	3.9
CC(C)(C)n1nnnc1C(c1ccc(Cl)cc1)N1CCCc2ccccc21 (stereo not given)	7.5	-86.7	8.8	-0.6	-0.7	57.9	65.9	0.7	8.2	-31.3
CCCN1CCC(N(C)CCc2ccc(OC)c(OC)c2)CC1	3.6	-32.3	5.3	0.6	1.0	83.8	102.0	-3.3	11.1	.
CCOc1ccc(NC(=O)C2CCN(c3nnnn3-c3ccccc3)CC2)cc1	6.5	-36.9	3.9	-1.1	.	84.8	88.7	.	-6.3	-8.5
CCSC1=C(C#N)C(c2cccc(O)c2)CC(=O)N1 (stereo not given)	2.9	15.3	2.2	-1.7	0.0	100.6	85.0	-6.8	-18.6	-1.5
COc1cc(C(=O)Nc2ccc(S(=O)(=O)N3CCCCC3C)cc2)cc(OC)c1OC (stereo not given)	-0.7	-13.4	3.9	-1.7	0.5	67.0	75.3	-3.6	8.3	.
Cc1nnc(SCC(=O)Nc2ccc3c(c2)COC3=O)n1-c1ccccc1	1.4	6.9	9.1	0.8	0.4	102.7	95.8	-3.8	10.9	.
Cc1cc(C)c2c(N)c3ccccc3nc2n1	7.0	41.5	2.9	-4.2	-4.5	2.9*	3.2*	-17.8	-11.9	-67.4
O=C(Nc1cc(C(=O)N2CCCC2)ccc1N1CCCC1)c1ccccc1	0.9	-40.6	35.1	-2.4	-3.0	79.3	87.3	-6.9	-6.1	-24.4

# (list continues)
compound	NPY Y2 blocker	Yeast growth inh	Measles CPE	MRP1 act	Phagocyt inh	bCat KO growth	PTEN del growth	Yeast lifespan up	GALR2 blocker	E-sel TNF inh
Clc1ccc(-c2cnc3n2CCC3)cc1	2.0	-31.1	16.2	-1.9	1.2	94.1	90.2	-22.1	-2.4	15.9
CCC(C)Nc1nc2c(c(=O)n(C)c(=O)n2C)n1Cc1ccc(F)cc1 (stereo not given)	4.2	-67.4	7.6	-1.1	0.5	86.0	92.2	-7.5	-3.9	-4.2
Cc1cc(C)c[n+](-c2nc3ccccc3nc2[N-]S(=O)(=O)c2cccs2)c1	2.2	-6.7	5.4	0.0	3.0	94.1	101.4	-1.1	-5.4	13.2
CSc1cccc(NC(=O)/C=C/c2ccccc2)c1	-1.6	-64.0	4.5	0.9	.	99.2	81.3	-20.9	14.5	-45.4
CC1(C)C2CCC1(CS(=O)(=O)N1CCOCC1)C(=O)C2 (stereo not given)	1.1	7.7	5.0	-0.8	.	90.5	86.6	-2.5	2.1	3.5
Cc1ccccc1OCC(=O)N/N=C/c1ccc(Sc2nc3ccccc3s2)o1	-1.7	-83.4	6.9	-2.6	-0.5	52.5	59.1	-15.3	6.0	0.6
O=C(c1ccc(Cn2cc(Br)cn2)cc1)N1N=C(C(F)F)CC1(O)C(F)F (stereo not given)	-1.9	-13.8	31.3	-2.7	5.3	97.6	96.9	1.2	2.9	-2.0
Cc1ccc(C)c(N2CCN(C(=O)Cn3cccc3)CC2)c1	-0.5	-39.7	9.0	1.2	0.8	91.1	96.8	-9.6	-12.9	-21.2
CC1CN(C(c2cccs2)c2sc3ncnn3c2O)CC(C)O1 (stereo not given)	1.3	17.6	4.5	1.0	.	87.2	89.7	-9.2	15.6	26.8
CCOC(=O)c1ccc(N2CN(C3CCCCC3)CNC2=S)cc1	0.8	3.1	5.3	-3.0	-1.7	88.1	98.2	-3.3	-0.9	17.8
CCOc1cc2[nH]c(=S)n(CCCCC(=O)NCc3ccco3)c(=O)c2cc1OCC	5.8	-49.0	20.6	-2.7	-3.9	99.0	104.6	-0.8	-8.9	3.3
O=C(c1cc(-c2ccco2)on1)N1CCCc2ccccc21	3.4	-37.6	8.8	-0.8	-1.7	104.9	103.8	-7.5	10.5	.
CC(=O)Nc1c(O)nc(SCC(=O)Nc2c(C)cccc2C)[nH]c1=O	0.7	-39.1	10.8	-0.6	0.2	95.2	101.4	-1.3	-0.1	4.8
COC(=O)c1sc(NC(=O)c2ccc(C)o2)nc1C	3.4	-1.3	6.6	0.5	-2.2	81.5	82.6	-8.2	-4.6	5.8
CCCCCCCCNC(=O)c1cnsn1	4.4	19.7	18.6	-0.4	-3.3	97.7	90.8	-1.6	-5.7	.

# Additional results:
compound	NPY Y2 blocker	Yeast growth inh	Measles CPE	MRP1 act	Phagocyt inh	bCat KO growth	PTEN del growth	Yeast lifespan up	GALR2 blocker	E-sel TNF inh
COc1ccc(C(=O)Nc2nc(N)n(-c3ccccc3)n2)cc1OC	-0.8	-24.8	7.1	-0.4	-0.5	110.7	102.3	-4.4	-4.4	.
CCCOC1(NC(=O)c2ccccc2)C(C)=CC(=O)C=C1C	3.8	6.7	5.4	-3.8	.	98.3	95.9	-16.7	1.2	.
O=C(Cc1cc(=O)[nH]c(=O)[nH]1)NCCN1CCOCC1	0.1	38.6	9.9	0.1	.	95.8	97.2	-0.8	2.9	11.5
Cc1ccc(OC(=O)C(C)c2cccc(C(=O)c3ccccc3)c2)cc1 (stereo not given)	8.7	-13.5	18.8	-2.3	.	77.1	81.7	-19.9	-0.4	-31.6
CCc1ccc(CSc2nccn2-c2ccccc2)cc1	7.0	-57.1	4.6	0.1	.	81.7	87.6	8.5	-1.4	6.4
Cc1ccc2c(c1)[nH]c1c(=O)n(Cc3ccccn3)cnc12	0.1	-62.8	21.1	-0.3	.	82.6	98.8	1.6	15.6	-6.5
O=C(c1cc2ccccc2oc1=O)N(Cc1cccs1)C1CCS(=O)(=O)C1 (stereo not given)	0.3	2.9	12.1	-2.4	-4.4	109.8	103.0	-7.3	4.6	-3.9
CNC(=O)c1cn(-c2ccccc2)c(=O)c2ccccc12	0.8	-22.3	5.2	-2.8	.	99.7	102.1	-3.2	-1.8	0.4
CCC1CCCCN1CC(O)Cn1c2ccccc2n2c(=O)cc(C)c(C#N)c12 (stereo not given)	15.6	-16.9	28.1	-2.3	.	55.0	58.1	1.5	-2.2	.
Cc1cccc(NC2SC(=O)N(CC(=O)O)C2=O)c1 (stereo not given)	3.2	-20.6	4.8	-2.8	.	104.5	91.3	.	9.8	-5.2
CCN(CC)S(=O)(=O)c1cc(C(=O)Nc2ccccn2)ccc1C	6.4	-21.9	6.4	-1.7	0.0	86.4	88.4	-5.5	0.3	-22.0
CCOC(=O)C1=C(O)/C(=C/c2cc(OC)c(O)c(OC)c2)SC1=Nc1ccc(OC)cc1	0.3	-14.9	3.3	-3.2	-8.0	61.6	57.5	3.5	5.9	-1.4
COc1ccccc1C(=O)Oc1cc(N)n(S(=O)(=O)c2ccc(C)cc2)n1	-3.1	-6.4	3.4	-1.2	2.1	95.5	105.2	45.3*	2.0	.
CCC(CC)c1nnc(NC(=O)CCN2C(=O)c3ccccc3C2=O)s1	4.2	-3.9	24.4	-1.9	3.1	101.7	99.2	-9.8	5.2	-3.8
COc1ccc(C)cc1NC(=O)Cn1cnc2sc(C)c(S(=O)(=O)N3CCOCC3)c2c1=O	0.7	-56.1	24.5	-2.4	.	94.0	94.1	3.3	7.3	6.4

# The listing continues:
compound	NPY Y2 blocker	Yeast growth inh	Measles CPE	MRP1 act	Phagocyt inh	bCat KO growth	PTEN del growth	Yeast lifespan up	GALR2 blocker	E-sel TNF inh
CC1CCCC(NC(=O)c2n[nH]c(=O)c3ccccc23)C1C (stereo not given)	4.1	-9.0	1.9	1.6	.	84.8	80.9	-10.9	2.9	23.3
COc1ccc(-c2cc(C(=O)Oc3ccc([N+](=O)[O-])cc3)c3ccccc3n2)cc1	3.5	-50.7	30.6	-0.2	-0.4	93.5	101.9	1.2	1.8	-36.7
Cc1ccc(-c2cc3ccccc3nc2N2CCCC2)cc1	10.0	-28.6	11.8	-0.6	-0.8	71.0	72.4	-8.5	-2.1	4.1
COC(=O)[C@H](CCSC)NC(=O)Nc1ccc(C)cc1	1.4	-0.6	5.7	1.1	-0.4	105.5	97.0	-9.7	3.4	.
CN(C)CC(C)(C)CNC(=O)c1cc(=O)c2ccccc2o1	-1.7	-38.9	7.8	0.1	2.5	109.5	106.7	-4.1	7.1	.
CC1=C(C(=O)OCC(C)C)C(c2ccsc2)C2=C(CCCC2=O)N1 (stereo not given)	-0.3	-37.0	1.1	-2.2	-14.2	83.0	88.5	-0.2	-5.6	.
COc1ccc(C(=O)OCC(=O)c2ccccc2)cc1S(=O)(=O)N1CCOCC1	0.1	-58.1	7.4	1.1	-0.4	95.7	100.8	2.3	-1.7	14.4
O=C(N/N=C/c1ccco1)c1cc([N+](=O)[O-])cc([N+](=O)[O-])c1	1.3	-15.8	12.7	-2.1	-4.5	87.8	97.0	-0.3	-12.1	-27.6
N#Cc1ccccc1Sc1ccccc1C(=O)Nc1ccccc1	7.5	-16.2	15.3	-2.5	2.0	84.4	90.2	-15.0	4.5	-7.5
CCN(C(=O)COC(=O)c1cnc(C)cn1)C1CCCCC1	0.0	-37.7	3.4	0.2	-0.3	102.5	100.5	4.1	3.5	-29.5
COc1ccc(-c2cc(=O)c3ccccc3n2C)cc1	2.5	-21.9	6.8	0.1	.	88.0	93.2	.	0.5	-13.6
COc1cccc(NC(=O)CN2CCN(c3nc(-c4cccc(OC)c4)cs3)CC2)c1	3.2	-25.8	3.4	-3.6	.	56.0	71.0	.	0.1	20.3
Cc1cc(-c2n[nH]c(=S)n2/N=C/c2ccc(Cl)c([N+](=O)[O-])c2)n[nH]1	2.0	-14.4	8.7	-1.0	-6.6	18.4	21.2	-4.7	2.8	.
CN(C)c1ccc(C2NCC(CCl)O2)cc1 (stereo not given)	2.8	-11.3	18.0	-2.2	.	99.8	108.3	-8.1	-3.6	.
CCOC(=O)C1CCCN(C(=O)c2cc(Cl)ccc2Cl)C1 (stereo not given)	3.3	-3.5	9.0	-0.5	-1.4	84.3	87.0	-2.4	-2.0	20.9
